# Screening data (PubChem)
# Glyco luc inh = blocks N-linked glycosylation in D54 reporter cells; reporter increase, % at 12.5 µM; AID 588692; D54 ERlucT glycosylation luciferase reporter, 24 h; percent of 100 nM tunicamycin response; hit rate 0.23% among 360,000;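 active means mean luciferase reporter signal, scaled so untreated is 0 and the glycosylation-blocking control 100, at or above a set limit in every replicate; inconclusive means mean reaches the limit but not every replicate does; inactive means mean below the limit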;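 further: luciferase carries N-glycosylation sites so blocking glycosylation raises the light; 0% = median of neutral control wells and 100% = median of 100 nM tunicamycin wells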
# m5-HT2A agonist = activates the mouse 5-HT2A serotonin receptor | P35363 | CHO-K1 mHTR2A beta-arrestin complementation, luminescence; percent of 30 µM serotonin response | activation, % at 7.6 µM | hit rate 0.66% among 360,000 | AID 624169;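 active means activation above a run cutoff, the mean activation of all tested compounds plus 3 SD, cut at about 14% in these data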;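 further: 0% = plate median of compound wells and 100% = 30 µM serotonin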
# ABCB6 inh 2 = inhibitors of human ABC transporter ABCB6; K562-ABCB6 porphyrin accumulation, flow cytometry, 1 h; active compounds read low; fluorescence ratio to DMSO, % at 10 µM; hit rate 0.19% among 360,000;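 active means fluorescence ratio to DMSO below 75%, the collection mean minus 3 SD; inconclusive means too few cells collected in the well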;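 further: signal is porphyrin accumulated inside mitochondria; 100% equals median channel fluorescence of DMSO control wells; lower ratio means ABCB6 inhibition with less porphyrin fluorescence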
# Exocytosis inh = lytic granule exocytosis inhibition | TALL-104 LAMP-1 surface exposure, flow cytometry; cells stimulated with thapsigargin and PMA | inhibition, % at 10 µM | hit rate 0.66% among 360,000;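 active means inhibition above about 55%, limit read from the data; inconclusive means no clear call, values can overlap the other calls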
# ABHD5-PLIN5 inh = blocks binding of human ABHD5 to perilipin-5; hit rate 0.78% among 360,000; inhibition, % at 4 µM; AID 602281; Q00G26+Q8WTS1; Split G. princeps luciferase complementation, luminescence, 4 h;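 active means inhibition above the mean inhibition across every tested compound plus 3 SD, cut at about 22% in these data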;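 further: 0% = DMSO only wells and the 100% control is not disclosed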
# Target sequence (Q00G26 whole entry, looked up): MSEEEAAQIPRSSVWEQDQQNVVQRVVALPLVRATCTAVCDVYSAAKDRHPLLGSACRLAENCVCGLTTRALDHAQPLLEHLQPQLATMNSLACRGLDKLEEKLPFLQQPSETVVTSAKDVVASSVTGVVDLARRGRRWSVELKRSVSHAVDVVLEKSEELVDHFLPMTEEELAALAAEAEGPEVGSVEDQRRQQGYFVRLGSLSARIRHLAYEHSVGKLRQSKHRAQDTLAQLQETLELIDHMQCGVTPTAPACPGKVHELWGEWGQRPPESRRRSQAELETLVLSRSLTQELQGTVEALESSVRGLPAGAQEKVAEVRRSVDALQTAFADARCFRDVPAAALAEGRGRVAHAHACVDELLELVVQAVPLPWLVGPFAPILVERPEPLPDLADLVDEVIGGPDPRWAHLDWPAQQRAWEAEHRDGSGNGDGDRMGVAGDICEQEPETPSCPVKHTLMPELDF
# Target sequence (Q8WTS1 whole entry, looked up): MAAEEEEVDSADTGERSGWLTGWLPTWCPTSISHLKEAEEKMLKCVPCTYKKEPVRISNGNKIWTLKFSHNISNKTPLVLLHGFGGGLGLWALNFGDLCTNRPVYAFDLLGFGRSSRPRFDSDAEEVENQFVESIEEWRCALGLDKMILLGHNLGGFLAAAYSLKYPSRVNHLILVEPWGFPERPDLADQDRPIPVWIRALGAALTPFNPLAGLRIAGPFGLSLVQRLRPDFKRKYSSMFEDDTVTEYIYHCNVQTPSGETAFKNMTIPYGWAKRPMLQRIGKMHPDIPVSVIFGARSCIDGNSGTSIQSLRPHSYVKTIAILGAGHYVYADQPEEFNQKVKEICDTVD
# MC4R antagonist = blocks human MC4R cAMP signaling; AID 540295; P32245; inhibition, % at 6.5 µM; hit rate 0.48% among 360,000; MC4R-expressing cells, MTII-stimulated cAMP, LANCE TR-FRET;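 active means inhibition above its plate's cutoff, the mean of tested wells on that plate plus 3 SD, cut at about 29% in these data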;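 further: 0% = Melanotan II alone and 100% = Melanotan II plus saturating MCL0020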
#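 Material: U2OS-MC4R stable cell line | Reagent: Melanotan II challenge after compound preincubation | Doses: One concentration, 6.5 µM nominal | Incubation: 30-min compound preincubation, 1-h Melanotan II challenge, 1-h detection, room temperature | Signal: TR-FRET cAMP assay | Replicates: One well per compound, no replicates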
# PDI inh = inhibitors of human protein disulfide isomerase. P07237. PDI insulin aggregation turbidity, A650, 90 min. hit rate 0.052% among 350,000. AID 588391. inhibition, % at 10 µM;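 active means mean inhibition across replicates of 30% or more, whatever share of single replicates reach that level; inconclusive means mean inhibition below 30% while every single replicate reaches 30%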;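 further: absorbance from insulin aggregation driven by PDI reduction with DTT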
# MC4R ag barr = human MC4R agonism via beta-arrestin. P32245. U2OS MC4R beta-arrestin complementation, luminescence; percent of melanotan II response, DMSO zero. activation, % at 8.9 µM. hit rate 0.98% among 360,000. AID 540308;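 active means activation above a per-plate cutoff, the mean activation of sample wells on that plate plus 3 SD, cut at about 8% in these data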
# CaV13 ICDI inh = Primary screen for inhibitors of IQ motif and Ca2+-dependent inactivation inhibitor domain binding in CACNA1D, Förster resonance energy transfer in living cells, … | hit rate 0.098% among 340,000 | inhibition, % at 12.3 µM | HEK cells, CFP/YFP FRET ICDI-IQ, plate reader, 10 min; percent FRET-ratio fall versus neutral wells;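 active means mean replicate inhibition of at least 30% and at least 1% of replicates passing that level; inconclusive means only one of the two criteria is met; inactive means neither criterion is met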;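 further: 0% = median of the neutral control wells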
# H9c2 protect = myocardial damage modulation in H9c2 cells; H9c2 cardiomyocytes, H2O2 injury protection, ATPLite, 2 h; protection from H2O2 cell death, % at 20 µM; hit rate 0.63% among 360,000; AID 588492;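 active means compounds giving at least 50% protection of heart cells from peroxide-induced death in the single-dose screen, raw or plate-pattern-corrected value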;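 further: 0% = DMSO wells with peroxide and 100% = DMSO wells without peroxide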
# An asterisk follows results filed as active; ? = inconclusive; · = not tested or not shown.
# Under each structure: H9c2 protect	m5-HT2A agonist	MC4R antagonist	MC4R ag barr	PDI inh	ABCB6 inh 2	Glyco luc inh	Exocytosis inh	ABHD5-PLIN5 inh	CaV13 ICDI inh
- CCOC(=O)C(Cc1ccccc1)C(=O)Nc1nccs1 (centres undefined)
  -2	0	5	-1.1	5	104	1	-1	-2	-1
- CC[C@]12c3[nH]c4cc(CCC(=O)N(C)C)ccc4c3CCN1C(=O)[C@@H](CC(=O)NCCCN(C)C)C[C@@H]2C(=O)N1CCN(C(=O)c2ccco2)CC1
  12	2	-4	0.8	-6	98	1	0	-4	-6
- COc1cc(/C=C2/SC(=S)NC2=O)ccc1OS(=O)(=O)c1ccc(C)cc1
  -10	4	3	0.8	14	103	-1	26	9	·
- N#Cc1c(SCC(N)=O)nsc1SCc1ccc(Cl)cc1
  -4	-1	6	1.2	-4	96	-2	-2	-3	-4
- CC(C)CC(=O)NC(C)C(c1cccs1)N1CCOCC1 (centres undefined)
  8	6	6	-1.1	-1	102	1	-3	3	-5
- Cc1c(NC(=O)C(C)OC(=O)c2cc3c4ccccc4n(C)c3s2)c(=O)n(-c2ccccc2)n1C (centres undefined)
  -2	-4	11	-1.3	-2	93	-1	2	-1	-4
- COc1ccc(Cl)cc1S(=O)(=O)NCc1nc2nc(C)cc(C)n2n1
  16	-4	0	-0.3	·	93	2	-1	-4	-5
- O=C(NCCNC(=O)c1ccc(Br)o1)c1ccc(Br)o1
  1	1	9	-0.5	3	95	0	-6	4	-3
- CSc1c2c([nH]c(=O)c1C#N)-c1ccccc1CC2
  -3	1	·	·	·	96	-2	-3	-3	-5
- Cc1cc(-c2ccc3ccccc3c2)n2ncnc2n1
  9	21*	-4	-2.5	-1	99	-1	-5	0	4
- CSc1ccccc1OCc1cc(C(=O)N2CCN(Cc3nccn3C)CC2)no1
  2	-5	-1	-3.4	9	98	2	-16	-3	-3
- C=CCN(CC=C)CCOc1ccccc1F
  5	2	0	-1.5	-3	104	-1	-3	1	0
- O=C1c2cc([N+](=O)[O-])ccc2-c2cc(Br)c(N=C(NO)C(F)(F)F)cc21
  -16	-7	35*	14*	3	109	4	8	5	-10
- Cc1cccc(-n2c(O)c(C=NC3CCS(=O)(=O)C3)c3ccccc3c2=O)c1C (centres undefined)
  3	2	2	-1.7	3	106	1	8	0	-5
- O=C(CN1CCCC1)Nc1cc(F)ccc1F
  1	-1	3	-2.5	1	90	-1	-1	3	0
- Cc1ccccc1-c1nn2c(-c3ccccc3)nnc2s1
  20	-2	1	-0.7	15	108	0	-3	4	-5
- CCn1c(Cn2nnc(-c3ccccc3)n2)nnc1SCC(=O)Nc1cccc(C)c1C
  -3	-4	13	-2.1	1	96	1	0	3	·
- Cc1ccc(C(=O)NNC(=O)C(C)Oc2ccc3ccccc3c2)o1 (centres undefined)
  1	-1	-1	-2.5	10	92	0	-1	-7	-6
- CCC(Sc1nc2n[nH]c(C)c2c(=N)n1-c1ccc(C)c(Cl)c1)C(=O)N1CCOCC1 (centres undefined)
  17	0	29*	0.0	-17	98	3	4	1	·
- COC(=O)c1ccc(OC)c(CSc2nnc(-c3ccc(C)cc3)o2)c1
  7	11	-3	-0.1	-2	103	1	-1	-11	-14
- COc1ccccc1N1CCN(CC(=O)Nc2ccc(Cl)c(C(F)(F)F)c2)CC1
  -14	0	-3	3.2	-2	111	-1	-3	-1	-7
- COc1cc(C(=O)Nc2ccc(N(C)C)cc2)c([N+](=O)[O-])cc1OC
  -5	3	-4	0.3	0	103	-1	-5	-6	-3
- O=C1CC(N2CCN(c3nc4ccccc4s3)CC2)C(=O)N1c1ccc(F)cc1 (centres undefined)
  0	9	5	-1.4	-1	102	2	2	-3	·
- Cc1ccc(C2CC(=O)C=C(NCC(C)C)C2)cc1 (centres undefined)
  1	-2	11	-2.0	-1	97	-1	-10	-3	-2
- COc1ccc2sc(-c3ccc(N(C)C)cc3)c(-c3cnc(OC)nc3)c2c1
  0	0	10	0.7	-3	111	-3	-3	-3	-11
- CCC(=Nc1ccccc1)C1=C(O)CCCC1=O
  0	-1	-1	0.9	6	98	-1	-3	1	7
- CC(C)CNC(=O)CO/N=C/c1ccccc1Cl
  -3	-3	15	0.2	-2	90	-2	1	-4	-3
- COCCOC(=O)c1c(C)oc2ccc(NS(=O)(=O)c3ccc(C(=O)O)cc3)cc12
  3	-1	10	-0.7	-5	103	2	-6	4	-3
- CCc1nnc(NC(=O)CSc2nc3cc(OC)ccc3cc2C)s1
  -1	-2	1	0.4	-3	100	0	5	-3	-4
- Cn1c(=O)c([N+](=O)[O-])c(Cl)c2ccccc21
  -21	-9	11	-4.3	-4	105	?	71*	34*	-16
- O=C(Nc1ccc(Cc2ccncc2)cc1)c1cc([N+](=O)[O-])ccc1N1CCOCC1
  -2	-1	4	-3.3	-6	107	-1	1	6	6
- COc1ccc(/C=C(\C#N)C(=O)C(C)(C)n2cncn2)cc1
  0	3	4	0.1	1	122	0	2	17	-7
- CCOC(=O)CN1C(=O)N[C@@H](c2ccco2)C(C(C)=O)=C1C
  -2	0	6	0.0	-2	93	0	-2	0	-12
- Cc1cc(C(F)(F)F)nc(SCC(=O)NC2=NC(=O)C(C)S2)n1 (centres undefined)
  8	4	0	-1.7	-1	93	0	-1	-11	·
- Cn1c(O)c(N=NC(=O)CNC(=O)/C=C/c2ccccc2)c2ccccc21
  12	-6	-10	-1.4	3	92	5	-4	-4	-15
- Cc1ccc(-n2nc(C)c3c(C)onc3c2=O)cc1
  -1	-1	7	0.0	1	106	0	-10	-6	-7
- COC(=O)c1cc(S(=O)(=O)N2CCN(c3ccc(OC)cc3)CC2)cn1C
  -4	3	8	-1.0	0	106	0	-10	-4	-3
- COc1ccc(-c2nc(NC(C)=O)sc2-c2ccc(OC)cc2)cc1
  -7	1	2	4.9	4	95	0	0	4	-5
- Cc1ccc(S(=O)(=O)N2CCC(C(=O)OCC(=O)N3CCCCC3C)CC2)cc1C (centres undefined)
  -5	8	18	0.4	0	103	0	-5	4	-5
- COCCNC(=O)c1cn(Cc2c(F)cccc2Cl)nn1
  -2	-1	-2	-1.4	-7	95	0	0	0	·
- Cc1ccc(-c2nnn(CC(=O)NC(=O)NC3CCCCC3)n2)cc1
  -13	8	6	6.6	-4	98	-1	-1	-22	·
- Cc1ccc(NC(=O)CSCC(=O)Nc2ncc3c(n2)CC(c2ccco2)CC3=O)cc1 (centres undefined)
  3	3	9	-2.4	0	100	3	-2	5	-9
- CC1CCN(c2nc3ccc(C(=O)N4CCN(Cc5ccccc5)CC4)cc3s2)CC1
  -6	8	6	-0.1	5	95	-6	0	2	-5
- COc1ccccc1CNC(=O)CCC1N=C2c3ccccc3N=C(SCC(=O)NCC3CCCO3)N2C1=O (centres undefined)
  4	0	-2	-2.0	5	95	-1	0	-1	-7
- O=C(Cc1ccc(F)cc1)OCC(=O)N1CCN(S(=O)(=O)c2ccc(Cl)cc2)CC1
  -4	4	6	-0.1	3	101	-1	-3	6	-6
- CCOC(=O)N1CCC(NC(=O)c2ccc(CO)c(C(=O)NC3CCN(C(=O)OCC)CC3)c2)CC1
  0	0	16	-1.3	3	122	2	-2	-1	-5
- CCN(C(=O)COC(=O)c1ccccc1SCC(=O)NC1CCCCCCC1)C1CCS(=O)(=O)C1 (centres undefined)
  0	-5	27	-4.3	5	102	-2	3	7	-14
- CC(C)(C)CC(=O)Nc1nnc(SCC(=O)NC2CCCCC2)s1
  1	-2	-3	0.7	-1	85	-2	-11	-4	-6
- CCOc1ccc(-n2c(=O)c3ccccc3c3ccccc3c2=O)cc1
  15	8	8	1.4	6	97	6	11	0	5
- COC(=O)[C@@]12CCCN1[C@H](c1ccc(-c3ccc(Cl)c(Cl)c3)c(OC)c1)[C@H]1C(=O)N(C)C(=O)[C@H]12
  -1	-4	15	0.6	-6	102	2	-2	-4	-6
- COc1ccc(NC(=O)COC(=O)CCC2CCCCC2)cc1
  1	-1	7	9.9*	6	105	1	-6	6	-4
- COc1ccccc1N1C(=O)C2C(C(=O)c3ccccc3)=NN(c3ccc(C)cc3)C2C1=O (centres undefined)
  -5	-2	-24	0.4	-1	199	7	7	-1	-158
- O=C(O)Cc1ccc(NC(=O)c2ccc3c(c2)C(=O)N(Cc2ccco2)C3=O)cc1
  6	2	8	-2.5	-38	100	1	-3	8	·
- CCOc1ccc(C(=O)NCC(=O)OCc2ccc(F)cc2Cl)cc1
  -7	5	13	-0.9	9	102	-1	0	-4	-2
- Cn1c(=O)cc(Nc2ccccc2)[nH]c1=O
  3	-3	-3	-1.6	-20	97	2	-5	-6	-5
- CCN(CC)CCN(C)C(c1ccnc2ccccc12)c1nnnn1-c1ccc2c(c1)OCCO2 (centres undefined)
  ·	6	·	·	·	102	·	3	1	-7
- S=c1nc2ccccc2c2nc(-c3cccnc3)[nH]n12
  -6	0	-3	-1.6	11	99	9	-6	-9	-2
- O=C(COc1ccc(Cl)cc1)NCCCn1ccnc1
  6	1	15	0.4	13	107	2	1	-6	·
- CC(=O)Nc1ccc(NC(=O)CSc2cn(CC(=O)N3CCOCC3)c3ccccc23)cc1
  -1	3	12	-1.8	0	111	2	0	-11	-7
- CC(C)(C)OC(=O)C[C@@H]1C/C=C\C[C@@H](CC(=O)NCCO)C(=O)NC[C@@H](c2ccccc2)OC1=O
  12	-3	-1	-1.2	-4	96	0	0	-1	-10

# Next part
# Under each structure: H9c2 protect	m5-HT2A agonist	MC4R antagonist	MC4R ag barr	PDI inh	ABCB6 inh 2	Glyco luc inh	Exocytosis inh	ABHD5-PLIN5 inh	CaV13 ICDI inh
- O=S(=O)(Nc1ccccc1)c1cccc2nonc12
  -2	4	4	-1.9	-12	104	1	0	4	-5
- O=C(CN(C(=O)C1CSC(=O)C1)c1cccc(F)c1)NCc1ccc2c(c1)OCO2 (centres undefined)
  -1	-4	-2	0.5	12	98	2	-1	3	-5
- COc1ccc(-c2cc(C(=O)NN3CCOCC3)c3ccccc3n2)cc1OC
  6	3	-2	-2.9	-16	98	-1	-1	2	-7
- CCCCN1CCC(=O)C(C(=O)OCC)=C1C(=O)OCC
  4	-5	3	-1.8	1	104	-1	-4	-8	-8
- Cc1c(CN2CCc3c([nH]c4ccccc34)C2CC(C)C)cnn1C (centres undefined)
  6	-3	5	0.8	-7	98	2	2	1	-6
- COc1ccc(S(=O)(=O)N[C@@H](CC(C)C)C(=O)O)cc1
  4	-1	-1	-0.3	-8	100	0	2	2	·
- CCNC(=O)C1(C)CCCCN1Cc1ccc(C#N)cc1 (centres undefined)
  -4	1	6	-0.7	9	80	1	0	-1	-5
- CCOc1ccc(NC(=O)COC(=O)C2COc3ccccc3O2)cc1 (centres undefined)
  1	4	5	2.7	2	98	0	0	-3	-10
- CC1CCCC(C)N1C(=O)CSc1nccc(=O)[nH]1 (centres undefined)
  0	5	2	-1.4	7	92	2	-2	1	-6
